Source: PubChem BioAssay
CCR6 antag – antagonists of human CCR6 receptor. CHO-K1 CCR6 PathHunter beta-arrestin, luminescence, CCL20-stimulated. P51684. 340,000 compounds, 0.49% hits. inhibition, % at 20 µM;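 active means compounds whose inhibition of the agonist-driven luminescence signal at 20 µM reaches about 50%, limit read from the data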;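 further: cells stimulated with CCL20 at 14 nM final; plate controls were DMSO with CCL20 for no effect and DMSO without agonist for full effect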
Target sequence (P51684 whole entry, looked up): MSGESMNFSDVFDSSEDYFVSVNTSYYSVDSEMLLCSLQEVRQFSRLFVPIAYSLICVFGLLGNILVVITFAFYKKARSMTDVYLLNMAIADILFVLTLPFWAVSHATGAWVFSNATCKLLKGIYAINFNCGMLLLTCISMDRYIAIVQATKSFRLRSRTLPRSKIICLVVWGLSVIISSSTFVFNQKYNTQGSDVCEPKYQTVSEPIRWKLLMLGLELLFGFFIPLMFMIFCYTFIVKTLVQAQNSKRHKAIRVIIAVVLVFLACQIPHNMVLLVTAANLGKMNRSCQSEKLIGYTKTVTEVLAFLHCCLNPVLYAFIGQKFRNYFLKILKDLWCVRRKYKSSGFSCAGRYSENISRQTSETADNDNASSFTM
CHOP UPR activ – apoptotic UPR (CHOP) activation; CHO-CHOP luciferase reporter, luminescence; percent of tunicamycin response over DMSO baseline; activation, % at 10 µM; 330,000 compounds, 0.34% hits; AID 449763;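 active means at 10 µM dose, activation of 40% or more, normalized to positive control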;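 further: 100% = tunicamycin at 10 µg/mL and 0% = DMSO alone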
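Test system: CHO CHOP reporter cells. Input: 500 CHO-CHOP cells per well. Medium: F12 with 10% FBS. Technique: luciferase luminescence. Measure: percent activation relative to tunicamycin control. Dosing: 10 µM compound, 0.5% DMSO. Timing: 16-18 h cell attachment, then 6 h compound exposure, 37 °C.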
Gli-Sufu block – Gli-Sufu pathway antagonism; Sufu-KO-LIGHT fibroblasts, Gli luciferase reporter luminescence; inhibition, % at 5 µM; 340,000 compounds, 0.74% hits; AID 588413;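 active means inhibition above about 55%, limit read from the data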;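 further: 0% = DMSO-treated cells and 100% = wells with medium but no cells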
697 NFkB inh – inhibitors of the PMA/ionomycin-induced NF-kB reporter in 697 B cells; AID 435022; 330,000 compounds, 0.33% hits; 697 B-cell NF-kB luciferase reporter, 16 h; inhibition, % at 4 µM; in the data active means inhibition above about 35%
EBI2 block – EBI2 (human) antagonism | P32249 | inhibition, % at 5 µM | 360,000 compounds, 0.81% hits | AID 651636 | EBI2 beta-arrestin recruitment, luminescence, 7a,25-OHC stimulated; in the data active means inhibition above about 38%;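 further: enzyme fragment complementation signal reports receptor beta-arrestin coupling in cells; 0% = agonist plus DMSO wells and 100% = wells without agonist; some results beyond the cut were filed as inactive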
Mdm2-MdmX inh – human Mdm2/MdmX binding inhibition; SaOS-2 split-luciferase Mdm2/MdmX complementation, luminescence; inhibition, % at 8 µM; 330,000 compounds, 3% hits; AID 485346;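 active means inhibition of at least 50% at 8 µM in the primary screen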
Jurkat NFkB inh – lowers PMA/ionomycin-induced NF-kB signal in Jurkat cells; 330,000 compounds, 0.53% hits; inhibition, % at 4 µM; PMA/ionomycin-induced NF-kB luciferase reporter, luminescence; in the data active means inhibition above about 50%
XBP1 UPR activ – adaptive UPR (XBP1) activation | CHO-XBP1 luciferase reporter, IRE1-XBP1 UPR activation, luminescence; percent of tunicamycin response, DMSO as zero | AID 463104 | 330,000 compounds, 0.33% hits | activation, % at 20 µM;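 active means versus positive control, 20 µM dose yields 30% or more activation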;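 further: 100% = tunicamycin at 10 µg/mL and 0% = DMSO only wells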
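Assay system: CHO-XBP1 luciferase reporter cells; Schedule: 6 h treatment, 37 °C; Detection: glow luminescence from Steady-Glo reagent; Benchmarks: high control tunicamycin 10 µg/mL final, low control DMSO vehicle only.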
CXCR6 inh – blocks human CXCR6 beta-arrestin recruitment. CHO-K1 PathHunter CXCR6 beta-arrestin, luminescence. inhibition, % at 20 µM. 360,000 compounds, 0.36% hits. AID 602244; in the data active means inhibition above about 34%, passing the limit was not always enough;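 further: antagonist mode with CXCL16 agonist at 10 nM final; 0% = 10 nM CXCL16 with DMSO and 100% = unstimulated wells without agonist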
Target sequence (O00574 whole entry, looked up): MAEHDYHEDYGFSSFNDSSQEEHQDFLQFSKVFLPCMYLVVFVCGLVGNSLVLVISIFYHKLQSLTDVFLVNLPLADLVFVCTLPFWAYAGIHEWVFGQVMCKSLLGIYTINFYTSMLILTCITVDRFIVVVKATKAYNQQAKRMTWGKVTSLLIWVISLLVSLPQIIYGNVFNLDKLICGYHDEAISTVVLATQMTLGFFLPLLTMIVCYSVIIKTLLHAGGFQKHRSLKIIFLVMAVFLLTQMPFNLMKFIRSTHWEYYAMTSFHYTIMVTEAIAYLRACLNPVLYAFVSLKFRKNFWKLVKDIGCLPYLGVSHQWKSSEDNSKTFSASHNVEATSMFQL
* = called active by the depositor; & = joins results of further samples.

| smiles | CCR6 antag | CHOP UPR activ | Gli-Sufu block | 697 NFkB inh | EBI2 block | Mdm2-MdmX inh | Jurkat NFkB inh | XBP1 UPR activ | CXCR6 inh |
| --- | --- | --- | --- | --- | --- | --- | --- | --- | --- |
| Cc1noc(NS(=O)(=O)c2ccc(NC(=O)CCCOc3ccc(Cl)cc3Cl)cc2)c1C | 13 | -3.4 | 5 | 2 | -6 | -1 | 0 | 0 | -3 |
| Cc1ccc(CN2CCN(/N=C/c3cc(Br)ccc3O)CC2)cc1 | 7 | -1.5 | 6 | 13 | 13 | 25 | -4 | -3 | 1 |
| CCOC(=O)N1CCC(c2cc(=O)n3[nH]ccc3n2)CC1 | 7 | -1.8 | 3 | 4 | 3 | -11 | -9 | -2 | -1 |
| Nc1nc(NCCCN2CCOCC2)nc(Nc2ccc(Cl)cc2)c1[N+](=O)[O-] | 5 | 2.4 | 5 | -34 | 10 | 15 | 3 | 4 | 4 |
| Cc1cccc(NC(=O)c2cnc3sccn3c2=O)n1 | 2 | 4.5 | -31 | -17 | -9 | 0 | -45 | 6 | -2 |
| Cc1noc(C)c1CC(=O)NC1CC(C)(C)Cc2c1cnn2-c1ccccc1 (configuration not stated) | 18 | 1.1 | 0 | 10 | -7 | 5 | 40 | -7 | 6 |
| CC(C)CCn1c(SCc2ccc(Cl)cc2)nc2c1c(=O)[nH]c(=O)n2C | -18 | 0.5 | 9 | -29 | 17 | 17 | 22 | 18 | 7 |
| Cc1nc(C)n(CCNS(=O)(=O)c2ccc(C)c(C)c2)n1 | 3 | 1.5 | 26 | 15 | 0 | 15 | 6 | -6 | 3 |
| Cc1cc(C(=O)COC(=O)c2n[nH]c3ccccc23)c(C)n1C | -3 | -3.4 | -88 | -138 | 10 | -40 | -133 | -3 | -5 |
| Cc1noc(C)c1C(=O)Nc1ccc(Cl)cc1C(F)(F)F | 9 | 0.4 | 4 | 8 | 1 | 13 | -11 | -1 | 1 |
| CCOc1ccccc1C(=O)Nc1cc(C)ccc1NC(=O)c1ccco1 | 15 | -0.4 | -2 | 20 | 12 | 4 | -5 | -1 | 2 |
| CCc1cc(C(=O)O)c(NC(=O)/C=C/c2ccc(OC)c(OC)c2)s1 | -4 | 0.7 | -13 | 0 | -4 | -25 | 1 | 4 | -1 |
| Cn1c(=O)cc(OCCCC(=O)NCc2ccco2)c2ccccc21 | 9 | 1.5 | 2 | 15 | 5 | 31 | -8 | -2 | -6 |
| CCOc1ccc2nc(NS(=O)(=O)c3ccc(NC(C)=O)cc3)sc2c1 | -21 | -1.9 | -1 | -1 | -9 | 1 | -9 | 1 | 2 |
| CC(C)CC(=O)N=C1SC2CS(=O)(=O)CC2N1Cc1ccccc1 (configuration not stated) | 7 | -2.2 | -3 | 7 | -9 | -16 | -3 | 0 | -3 |
| Cc1nn(-c2ccccc2)c(OC(=O)c2cccs2)c1S(=O)(=O)c1ccccc1 | 2 | 0.6 | 1 | 10 | -6 | 7 | -3 | -5 | 2 |
| COC(=O)c1ccc(N2CCC(c3cc(-c4ccc(OC)cc4)n[nH]3)CC2)c([N+](=O)[O-])c1 | 26 | 4.6 | 5 | -67 | 50* | 7 | -7 | 8 | 10 |
| COc1ccc(-c2cc(C3CC3)nc(N)c2C#N)cc1 | 10 | 1.7 | -3 | -7 | -13 | 3 | 34 | 0 | 11 |
| CCOC(=O)c1c(NC(=O)c2ccc(S(=O)(=O)N3CCOCC3)cc2)sc2c1CCN(C(C)C)C2 | 27 | -0.3 | 38 | -9 | -8 | 25 | -15 | -1 | 13 |
| Cc1ccc(CN(C)C(=O)c2ccccc2Oc2ccccc2)o1 | 8 | -2.7 | 3 | 15 | 5 | 6 | 11 | -1 | -17 |
| CC1CCc2nn(CC(=O)NCCC3=CCCCC3)cc2C1 (configuration not stated) | 10 | -0.5 | -2 | -1 | -4 | 11 | -17 | 3 | 6 |
| O=C(Oc1ccccc1Cl)c1ccc2c(=O)n3c(nc2c1)CCC3 | 7 | 4.4 | -5 | 14 | -11 | 17 | 13 | 1 | -1 |
| COCCN1CCN(Cc2cn(C)nc2-c2ccc(Oc3ccccc3)cc2)CC1 | 14 | -0.5 | 16 | 5 | 1 | 16 | -2 | -1 | 6 |
| CCN1C(=O)[C@H]2[C@@H](c3ccc(-c4cccc(Cl)c4)cc3)N[C@@](C)(C(=O)OC)[C@H]2C1=O | 4 | -1.0 | 2 | 14 | 8 | 14 | 3 | -2 | -4 |
| O=C(c1cc2c(s1)CCCC2)N1CCN(S(=O)(=O)c2ccccc2C(F)(F)F)CC1 | 7 | 1.5 | 6 | 3 | 25 | 31 | -9 | -2 | -4 |
| C1=C(CCNc2ncnc3nc[nH]c23)CCCC1 | 10 | -0.8 | -31 | -79 | 2 | 4 | -27 | -1 | -14 |
| C/C(N)=C(/C#N)C(=O)COC(=O)c1cc(C)n(-c2ccc(F)cc2)c1C | 13&8 | 5.2 | -41&-3 | -498 | -6&-1 | 80* | -61 | 5 | -3&4 |
| CCN(CC)c1ccc(S(=O)(=O)N2CCCCC2)cc1NC(=O)C1=COCCO1 | 18 | 0.5 | 24 | 4 | 2 | 29 | 8 | -2 | 5 |
| Cc1ccc(C(=O)N2CC(C)CC(C)C2)cc1NC1=NC2CS(=O)(=O)CC2S1 (configuration not stated) | -1 | -1.0 | 0 | 23 | -4 | 11 | 0 | -2 | 6 |
| CCOc1ccc(N2CC(C(=O)NCc3cccc(C)c3)CC2=O)cc1 (configuration not stated) | 16 | 0.9 | -2 | 2 | 7 | 1 | -6 | -1 | 0 |

Following part:
The line under a structure holds: CCR6 antag, CHOP UPR activ, Gli-Sufu block, 697 NFkB inh, EBI2 block, Mdm2-MdmX inh, Jurkat NFkB inh, XBP1 UPR activ, CXCR6 inh
> N=c1ncn(CC(O)CO)c2nc(N3CCOCC3)[nH]c12 (configuration not stated)
 : 1, -0.1, -3, -29, -6, 19, -14, 1, -4
> Cc1ccc(S(=O)(=O)N2CCN(CC(O)c3ccccc3)CC2)cc1C (configuration not stated)
 : 0, 0.9, 7, 16, -4, -1, 14, -2, -6
> O=C(COC(=O)c1cc([N+](=O)[O-])ccc1N1CCOCC1)c1ccccc1
 : 16, -2.8, 0, 6, 8, -5, 1, -4, 7
> CC(=O)c1cccc(N(CC(=O)NC2CCCC2)C(=O)c2ccc(C)s2)c1
 : 12, -1.9, -7, 0, -5, -2, -19, 1, -7
> O=C(Nc1ccc(C(=O)N2CCN(c3ccc(F)cc3)CC2)cc1)C1=CSCCO1
 : 0, 1.5, 12, 7, 3, 19, -1, -1, -4
> COc1cccc(-n2c(C)cc(/C=C3\C(=N)N4N=C(CC(=O)N5CCOCC5)SC4=NC3=O)c2C)c1
 : 15, 5.0, 1, -11, 15, 15, 14, 0, 18
> CN1CCN(c2oc(-c3ccco3)nc2S(=O)(=O)c2ccccc2)CC1
 : 6, -1.5, 2, -2, 13, 24, 8, -2, -4
> COc1ccc(NC(=S)NC(=O)c2ccccc2)cn1
 : 22, 2.9, -67, -108, 5, -17, -64, 0, 11
> COc1ccc(CC(=O)Oc2ccc(Br)cc2F)cc1S(=O)(=O)N1CCOCC1
 : 15, -1.3, -17, -4, -1, 17, -13, -4, -9
> CCCc1cc(=O)[nH]c(SCC(=O)NC2CC2)n1
 : 0, -1.0, 52, 8, -3, 6, 3, -3, -13
> CC12CCC(c3c1nc1ccccc1[n+]3[O-])C2(C)C (configuration not stated)
 : 3, -0.6, 1, -16, -4, 13, -9, 2, 11
> CS(=O)(=O)Nc1ccc(C(=O)Nc2ccccc2C(=O)NCc2ccco2)cc1
 : 4, -1.1, -12, 10, 11, 24, -6, -1, -4
> Cc1cccc(C2c3[nH]c4ccccc4c3CCN2C(=O)c2cc(-c3cccn3C)n[nH]2)n1 (configuration not stated)
 : 5, -0.8, 1, -4, -11, 25, -8, 0, 3
> CCc1nnc(NS(=O)(=O)c2ccc(NC(=O)c3ccc(C#N)cc3)cc2)s1
 : 3, -0.2, 4, -4, -5, 1, -9, -2, -2
> O=c1cc(CSc2nc3cc(Cl)ccc3o2)nc2sccn12
 : 45, -0.6, 10, -2, 6, 26, 0, 4, 2

An excerpt from above in order of the Jurkat NFkB inh value, largest number first.
SMILES | Jurkat NFkB inh
CCCc1cc(=O)[nH]c(SCC(=O)NC2CC2)n1 | 3
O=C(COC(=O)c1cc([N+](=O)[O-])ccc1N1CCOCC1)c1ccccc1 | 1
O=c1cc(CSc2nc3cc(Cl)ccc3o2)nc2sccn12 | 0

Other compounds follow:
The line under a structure holds: CCR6 antag, CHOP UPR activ, Gli-Sufu block, 697 NFkB inh, EBI2 block, Mdm2-MdmX inh, Jurkat NFkB inh, XBP1 UPR activ, CXCR6 inh
> CCOC(=O)C1=C(c2ccccc2)NC(=S)NC1c1ccc(Cl)cc1 (configuration not stated)
 : 11, -0.6, -1, -3, 10, 9, 14, -1, 4
> Fc1cccc(-c2cc3nc4c(c(NCc5ccco5)n3n2)CCCC4)c1
 : 25, 4.4, -57, -326, -1, -90, -172, 4, 11
> CCN(CC(=O)NCc1ccc(F)cc1)Cc1nc2ccccc2c(=O)[nH]1
 : 3, -1.9, 9, 5, -5, -11, -12, -2, -10
> CN1C(=O)c2ccc(NC(=O)c3c(C(=O)O)cccc3[N+](=O)[O-])cc2C1=O
 : 4, -1.5, 3, -6, -1, -21, -1, -4, 0
> Cn1c(SCC(=O)NCc2cccs2)nnc1-c1ccc(S(=O)(=O)N2CCCC2)cc1
 : -7, 0.2, 0, 18, 0, 9, 8, 0, -5
> COC(=O)c1nc(-c2ccccc2)oc1N(C)C
 : 2, -1.8, -2, 7, -1, 18, 3, 2, -3

Sorted by molecular weight (lowest first): 3 of the compounds above.
The line under a structure holds: CCR6 antag, CHOP UPR activ, Gli-Sufu block, 697 NFkB inh, EBI2 block, Mdm2-MdmX inh, Jurkat NFkB inh, XBP1 UPR activ, CXCR6 inh
> COC(=O)c1nc(-c2ccccc2)oc1N(C)C
 : 2, -1.8, -2, 7, -1, 18, 3, 2, -3
> CN1C(=O)c2ccc(NC(=O)c3c(C(=O)O)cccc3[N+](=O)[O-])cc2C1=O
 : 4, -1.5, 3, -6, -1, -21, -1, -4, 0
> Cn1c(SCC(=O)NCc2cccs2)nnc1-c1ccc(S(=O)(=O)N2CCCC2)cc1
 : -7, 0.2, 0, 18, 0, 9, 8, 0, -5

Profiles from above.
Fc1cccc(-c2cc3nc4c(c(NCc5ccco5)n3n2)CCCC4)c1 is entered as CCR6 antag: 25; CHOP UPR activ: 4.4; Gli-Sufu block: -57; 697 NFkB inh: -326; EBI2 block: -1; Mdm2-MdmX inh: -90; Jurkat NFkB inh: -172; XBP1 UPR activ: 4; CXCR6 inh: 11
Cc1ccc(C(=O)N2CC(C)CC(C)C2)cc1NC1=NC2CS(=O)(=O)CC2S1 (configuration not stated) is entered as CCR6 antag: -1; CHOP UPR activ: -1.0; Gli-Sufu block: 0; 697 NFkB inh: 23; EBI2 block: -4; Mdm2-MdmX inh: 11; Jurkat NFkB inh: 0; XBP1 UPR activ: -2; CXCR6 inh: 6

This is a random part of the collection. About 5% of those tested had a hit in this group.
